# D1 mod: allosteric modulators of human D1 dopamine receptor | B-score at 10 µM | HEK293 D1, CRE-luciferase, dopamine EC30 potentiation; actives deviate in either direction | P21728 | 58,000 compounds, 5.9% hits;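 active = luminescence count or its row- and column-corrected plate score outside the 99.7% band of the plate's sample wells, on either side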
# Target sequence (P21728 whole entry, looked up): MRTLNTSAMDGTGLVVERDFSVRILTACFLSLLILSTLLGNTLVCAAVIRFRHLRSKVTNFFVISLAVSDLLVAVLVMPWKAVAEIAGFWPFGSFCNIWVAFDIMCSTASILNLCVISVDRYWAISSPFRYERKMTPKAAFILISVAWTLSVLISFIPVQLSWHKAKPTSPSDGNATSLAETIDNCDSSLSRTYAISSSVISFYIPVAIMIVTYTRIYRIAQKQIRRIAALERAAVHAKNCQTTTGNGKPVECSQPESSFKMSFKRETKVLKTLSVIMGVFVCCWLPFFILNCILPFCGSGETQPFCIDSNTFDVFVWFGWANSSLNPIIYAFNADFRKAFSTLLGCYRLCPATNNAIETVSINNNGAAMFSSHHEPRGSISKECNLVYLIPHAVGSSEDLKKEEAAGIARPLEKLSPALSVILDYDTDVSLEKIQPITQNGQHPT
# MKP-1 inh: human dual specificity phosphatase 1 inhibition; P28562; AID 374; inhibition, %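 (compounds tested at a single concentration somewhere between 10 and 100 µM)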; 65,000 compounds, 0.15% hits; recombinant MKP-1, OMFP hydrolysis fluorescence;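 active = inhibition above about 50%, limit read from the data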;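 note: 0% = DMSO max control wells and 100% = wells with enzyme stopped by NaOH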
# Target sequence (P28562 whole entry, looked up): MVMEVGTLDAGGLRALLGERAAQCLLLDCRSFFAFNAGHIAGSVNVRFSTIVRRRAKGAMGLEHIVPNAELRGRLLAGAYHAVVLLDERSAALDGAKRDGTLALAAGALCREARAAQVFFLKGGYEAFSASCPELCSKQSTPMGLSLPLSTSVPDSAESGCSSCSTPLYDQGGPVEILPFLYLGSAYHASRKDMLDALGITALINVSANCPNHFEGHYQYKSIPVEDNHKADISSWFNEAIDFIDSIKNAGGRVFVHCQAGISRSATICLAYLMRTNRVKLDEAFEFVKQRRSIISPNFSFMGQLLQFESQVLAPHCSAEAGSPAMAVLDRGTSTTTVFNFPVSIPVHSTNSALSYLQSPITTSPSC
# Hsp90 block: displaces geldanamycin probe from tumor Hsp90; P07900; NCI-N417 lysate Hsp90, Cy3B-geldanamycin FP displacement; inhibition, % at 30 µM; 64,000 compounds, 0.35% hits;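 active = inhibition above 50%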;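 note: 0% = tracer plus lysate wells and 100% = tracer alone without lysate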
# CatB mix inh: human cathepsin B inhibition by mixtures; Purified cathepsin B, AMC dipeptide fluorescence, compound mixtures; 62,000 compounds, 0.06% hits; inhibition, %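 (ten-compound pools at 5 µM per compound and 50 µM total)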; P07858; in the data active = inhibition above about 22%, passing the limit was not always enough;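 note: 0% = enzyme without compound and 100% = no enzyme blank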
# Ecoli tolC: growth inhibitors of E. coli BW25113 tolC mutant; OD615; growth inhibition, % at 10 µM (by protocol); 65,000 compounds, 2.2% hits; AID 573;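 active = growth inhibition at or above a cutoff equal to the mean over every tested compound plus 3 SD, cut at about 60% in these data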;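 note: growth measured after 20 h incubation at 37 °C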
#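 Test system: E. coli BW25113 ΔtolC::kan bacteria | Medium: Kanamycin-containing LB broth (50 µg/mL) | Dosing: One dose of 10 µM final | Times: 20 h incubation with compound, 37 °C | Detection: Optical density read at 615 nm | Read-out basis: Percent growth inhibition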
# CatB inh: inhibitors of human cathepsin B. P07858. purified cathepsin B, fluorogenic substrate, fluorescence. inhibition, %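 (tested at 10 µM)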. 63,000 compounds, 0.1% hits; in the data active = inhibition above about 21%;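 note: 0% = enzyme with no compound and 100% = no enzyme blank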
# Cdc25B block: human M-phase inducer phosphatase 2 inhibition; recombinant Cdc25B, OMFP fluorescence Ex485/Em525; inhibition, %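 (compounds tested at 10 µM final in the well)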; AID 368; 65,000 compounds, 0.1% hits; in the data active = inhibition above about 50%
# E coli RNAP: Escherichia coli RNA polymerase inhibition | P0A8V2 | AID 559 | inhibition, %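 (tested at 10 µM)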 | E. coli RNA polymerase, fluorescence transcription assay | 62,000 compounds, 0.2% hits; in the data active = inhibition above about 20%;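 note: 0% = enzyme without compound and 100% = no enzyme blank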
# AP ELISA ortho: orthogonal test for alternative complement pathway inhibitors; 62,000 compounds, 0.08% hits; inhibition, % at 5 µM; Human serum alternative complement pathway, LPS-coated ELISA, C3 deposition; tested in compound mixtures;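 active = inhibition above 30% in each of the two pooled mixtures holding the compound, so the lower value exceeds 30%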;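 note: 0% = serum in Mg-EGTA without compound and 100% = EDTA serum blank; some compounds past the cut are filed as inactive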
#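 Assay system: human serum alternative complement pathway, C3 deposition on LPS-coated wells; Dosing: 5 µM per compound in ten-compound mixtures; Detection: Anti-C3 ELISA, OD 450 nm; Buffer or medium: Mg2+-EGTA GVB++ buffer containing human serum at 1:15 dilution; Timing: 1 h at 37 °C; Replication: two different pools per compound.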
# An asterisk follows results filed as active; / = not tested or not shown. Hits appear at their usual frequency. Share with any hit: about 7.6%.
SMILES,D1 mod,MKP-1 inh,Hsp90 block,CatB mix inh,Ecoli tolC,CatB inh,Cdc25B block,E coli RNAP,AP ELISA ortho
Cc1cc(-c2nc3ccccc3o2)c2ccccc2n1,15*,8,-3,-2,19,/,2,7,-6
CCOC(=O)c1[nH]c2ccc(OC)cc2c1NC(=O)CN1CCC2(CC1)OCCO2,1.1,-6,-4,2,-15,/,0,/,30
COc1cccc(NC(=O)COc2ccccc2C(N)=O)c1,-0.92,-4,0,7,-9,8,2,2,-6
COc1cccc(C2c3c(oc4ccccc4c3=O)C(=O)N2CCCN2CCOCC2)c1OC (stereo not drawn),-0.95,-3,1,4,-14,3,-3,7,-2
Cc1ccc(C)c(NC(=O)c2nnn(Cc3ccccc3)c2N)c1,0.072,19,-1,/,8,/,-1,/,/
Nc1nnc(CC(=O)N2CCCCC2)s1,-0.1,-1,-3,5,-22,4,-10,9,-8
CCOC(=O)c1[nH]c(C)c(C(=O)NCc2ccccn2)c1C,-0.97,-3,-2,-1,-11,4,-3,0,6
CC(C)n1cc(/C=C(\C#N)S(=O)(=O)c2ccccc2)c2ccccc21,1.5,0,-15,-6,21,6,-7,11,2
CCC1Oc2ccc(C)cc2N(CC(=O)NCCN2C(C)CCCC2C)C1=O (stereo not drawn),5*,11,-3,0,-3,4,-19,-3,5
Cc1ccc(CCN2CC(C(=O)NCCCN3CCN(C)CC3)CC2=O)cc1 (stereo not drawn),0.052,4,0,6,9,13,4,-4,2
CC(=O)c1cccc(NC(=O)COc2nsnc2N2CCOCC2)c1,-0.88,11,-3,0,-10,-3,-5,-5,16
Cc1nc2nc(CSc3nc4ccccc4s3)cc(=O)n2[nH]1,/,-4,-5,3,21,0,3,9,9
CC(C)CCOc1cccc(C2c3c(oc4ccccc4c3=O)C(=O)N2CCCN2CCOCC2)c1 (stereo not drawn),-0.53,11,0,4,-2,3,-1,2,2
CCOC(=O)c1c(NC(=O)CN2CCOCC2)sc2c1CC(C)(C)OC2,/,-33,-3,/,8,3,-11,4,/
O=C1CCC(C(=O)OCC(=O)C23CC4CC(CC(C4)C2)C3)N1 (stereo not drawn),-0.052,-10,-2,2,-11,-3,1,5,12
CCOC(=O)c1cccc(NC(=O)CCS(=O)(=O)c2cccs2)c1,-0.0053,1,/,-1,-8,0,-15,3,19
COc1ccc(CCNC(=O)CCn2c(=O)[nH]c3cc(OC)c(OC)cc3c2=O)cc1OC,0.058,/,/,-2,-12,1,/,3,-2
CCOc1ccc(CN2CCC(C(=O)N3CCN(c4ccccc4F)CC3)CC2)cc1OC,/,-1,-4,5,-6,6,-6,11,6
Cc1nnc2sc(-c3ccccn3)nn12,-0.3,-24,-8,2,5,8,5,12,-7
CC(NC(=O)COC(=O)CCNC(=O)c1ccco1)C12CC3CC(CC(C3)C1)C2 (stereo not drawn),0.71,-5,-5,1,10,1,-10,0,9
O=C(O)CCn1ccnc1-c1ccccc1,-0.22,-1,4,4,-21,1,-16,3,17
CCn1c(-c2ccc(C(C)(C)C)cc2)n[nH]c1=S,-0.068,18,4,-2,5,0,-4,-2,20
CCn1c(=O)cc(OCC(=O)N2CCCCCC2)c2ccccc21,-1.5,-2,-4,0,1,-6,-9,9,12
NC(=O)c1ccc(-n2nnnc2SCc2ccc(F)cc2)cc1,-0.025,-18,-4,-4,-13,-3,-11,7,9
Cc1nc(N2CCC(C)CC2)c2c(C)c(C(=O)O)sc2n1,0.022,0,-4,0,24,-1,9,2,7

# Additional structures follow.
SMILES,D1 mod,MKP-1 inh,Hsp90 block,CatB mix inh,Ecoli tolC,CatB inh,Cdc25B block,E coli RNAP,AP ELISA ortho
CCOC(=O)Cc1csc(NC(=O)C(C)(C)C)n1,/,5,1,22,-6,/,-14,/,14
Cc1cc(C)nc(SCc2nnc(SCC(=O)NCc3ccco3)n2-c2ccccc2)n1,0.25,-5,-6,-2,2,1,5,10,-7
O=C(Cn1c(=S)nc2ccccn21)N1CCc2ccccc2C1,0.0043,-4,-20,1,0,2,-8,9,7
Clc1ccccc1OCc1nc(-c2ccncc2)no1,/,-4,-1,-2,7,-2,-8,3,-7
COc1cccc(NC(=O)Cc2c(O)c3ccccc3[nH]c2=O)c1,-0.11,-17,-1,0,12,1,1,-1,-25
Cc1ccc(CCNC(=O)C2CCCN(S(=O)(=O)c3c(C)noc3C)C2)cc1 (stereo not drawn),0.76,29,0,-3,-5,0,9,6,2
CSc1ccccc1NC(=O)c1ccoc1C,-1.4,-11,-8,8,-7,0,-6,7,23
CCCc1cc(=O)n2[nH]c(C)cc2n1,0.14,5,0,0,-14,2,14,1,20
COc1cccc2cc(C(=O)OC3CCN(C)CC3)c(=O)oc12,0.28,1,2,-10,-16,0,-28,2,19
COC(=O)CNc1nc(C2CC2)nc2c1nnn2Cc1ccccc1Cl,5.1,8,2,8,5,-2,5,8,5
O=C(CNC(=O)c1ccco1)OCN1C(=O)c2ccccc2C1=O,0.036,4,-2,25*,-15,21*,-1,-2,20
COc1ccc(C2CC(=O)c3cnc(NC(=O)c4cc(OC)cc(OC)c4)nc3C2)cc1 (stereo not drawn),0.99,24,-1,1,26,10,8,5,-14
COc1ccc(-c2noc(CN(C(=O)c3c(-c4ccccc4Cl)noc3C)C(C)C)n2)cc1,-0.008,7,2,1,28,-3,-10,-8,-15
O=C(CSc1cn(CCNC(=O)c2cccs2)c2ccccc12)NCC1CCCO1 (stereo not drawn),/,3,-3,6,1,3,-12,6,18
CC1CCN(C(=O)CCc2nc3cc(S(=O)(=O)N(C)C)ccc3n2C)CC1,0.38,7,-1,0,-2,2,-3,2,6
COc1cc(C(=O)OCCN2CCOCC2)ccc1O,0.82,-8,-13,4,-15,0,3,7,24
CCOC(=O)N1CCC(NC(=O)C2CCCN(S(=O)(=O)c3cccnc3)C2)CC1 (stereo not drawn),/,5,-1,-2,-12,1,2,6,-4
O=C(CN1C(=O)COCC1=O)N1CCOCC1,-0.96,6,0,-10,-5,1,0,8,7
CCOC(=O)c1ccc(S(=O)(=O)Nc2cc(C(C)(C)C)no2)cc1,0.5,14,3,5,9,6,4,1,-1
CN1CCN(C(=O)c2cnn3c(C(F)(F)F)cc(-c4ccc5c(c4)OCO5)nc23)CC1,-1.3,-26,-5,7,-13,8,2,15,-2
COCCNC(=O)CN(C)S(=O)(=O)c1ccc(Br)cc1,-0.34,7,-7,1,-3,0,-8,7,-1
Fc1ccccc1N1CCN(C(c2ccncc2)c2nnnn2C2CCCC2)CC1 (stereo not drawn),-0.25,-2,-7,5,23,9,-2,7,-7
Cc1ccnc(SCC(=O)N2CCC(C(N)=O)CC2)n1,-1.5,15,0,-5,-32,-4,3,2,-2
FC(F)(F)c1cccc(CN2CCCCCC2)c1,-0.6,7,-1,0,-16,-2,0,/,6
Cc1ccc(S(=O)(=O)N2CCN(Cc3cc(C(C)C)ccc3O)CC2)cc1,-0.3,-26,-2,7,45,-5,-13,5,10

# The results go on:
SMILES,D1 mod,MKP-1 inh,Hsp90 block,CatB mix inh,Ecoli tolC,CatB inh,Cdc25B block,E coli RNAP,AP ELISA ortho
O=C(COc1ccc(S(=O)(=O)NC2CCCCC2)cc1Cl)NCc1cccnc1,0.21,14,-3,-8,0,1,-45,1,9
Cc1ccccc1-n1ncc2c(SCC(=O)NCc3cccs3)ncnc21,-0.28,-10,-2,1,4,1,0,11,1
O=C(c1ccco1)c1cn(CC(=O)N2CCCc3ccccc32)c2ccccc12,0.024,1,-2,3,40,-2,-6,1,13
Cc1ccc(C(=O)Nc2nnc(-c3cccs3)s2)cc1C,-0.35,4,0,0,/,-1,0,2,24
C1=C(C(c2nnnn2C2CCCCC2)N2CCCCC2)COc2ccccc21 (stereo not drawn),0.057,25,-4,6,/,8,-3,10,-5
Cc1nc(N2CCN(c3ccccc3)CC2)[nH]c(=O)c1Cc1cccc2ccccc12,-0.2,4,2,-4,3,1,1,8,-8
CCN(CC)C(=O)CSc1nnc(-c2cccs2)n1Cc1ccco1,0.31,-10,-6,-1,-7,0,2,7,-19
O=C(CSc1nnc(CNC(=O)c2ccco2)o1)NC1CCCC1,0.74,-1,-4,2,-29,-4,-2,-3,25
COC(=O)CC(=O)CSc1nc2c(cc1C#N)CCCCC2,/,5,-11,9,1,4,-5,8,9
O=S(=O)(Cc1ccccc1)N1CCc2ccccc2C1,/,3,/,-2,5,7,-7,9,-4
Cc1ccc2[nH]c(=O)c(C(c3nnnn3CCc3ccccc3)N3CCOCC3)cc2c1 (stereo not drawn),0.91,17,0,-3,-4,1,-4,3,10
COC(=O)c1c(C(=O)OC)c2ccncn2c1Cl,/,10,-6,10,-24,-6,-3,0,18
O=C1N(S(=O)(=O)c2ccccc2F)C(=O)C2(CCCC2)N1S(=O)(=O)c1ccccc1F,-1.3,9,3,3,-1,1,1,8,8

# Arranged by the number under AP ELISA ortho (smallest number first): some entries from above
structure	D1 mod	MKP-1 inh	CatB mix inh	CatB inh	Cdc25B block	E coli RNAP	AP ELISA ortho
CC(NC(=O)COC(=O)CCNC(=O)c1ccco1)C12CC3CC(CC(C3)C1)C2 (stereo not drawn)	0.71	-5	1	1	-10	0	9
Cc1ccc2[nH]c(=O)c(C(c3nnnn3CCc3ccccc3)N3CCOCC3)cc2c1 (stereo not drawn)	0.91	17	-3	1	-4	3	10
O=C(O)CCn1ccnc1-c1ccccc1	-0.22	-1	4	1	-16	3	17

# Sorted by heavy-atom count (rising): some entries from above
SMILES,D1 mod,MKP-1 inh,Hsp90 block,CatB mix inh,Ecoli tolC,CatB inh,Cdc25B block,E coli RNAP,AP ELISA ortho
FC(F)(F)c1cccc(CN2CCCCCC2)c1,-0.6,7,-1,0,-16,-2,0,/,6
Cc1ccnc(SCC(=O)N2CCC(C(N)=O)CC2)n1,-1.5,15,0,-5,-32,-4,3,2,-2
Cc1ccc(C(=O)Nc2nnc(-c3cccs3)s2)cc1C,-0.35,4,0,0,/,-1,0,2,24
COC(=O)CC(=O)CSc1nc2c(cc1C#N)CCCCC2,/,5,-11,9,1,4,-5,8,9
O=C(CSc1nnc(CNC(=O)c2ccco2)o1)NC1CCCC1,0.74,-1,-4,2,-29,-4,-2,-3,25
CCN(CC)C(=O)CSc1nnc(-c2cccs2)n1Cc1ccco1,0.31,-10,-6,-1,-7,0,2,7,-19
Cc1ccccc1-n1ncc2c(SCC(=O)NCc3cccs3)ncnc21,-0.28,-10,-2,1,4,1,0,11,1
C1=C(C(c2nnnn2C2CCCCC2)N2CCCCC2)COc2ccccc21 (stereo not drawn),0.057,25,-4,6,/,8,-3,10,-5
O=C(COc1ccc(S(=O)(=O)NC2CCCCC2)cc1Cl)NCc1cccnc1,0.21,14,-3,-8,0,1,-45,1,9
Fc1ccccc1N1CCN(C(c2ccncc2)c2nnnn2C2CCCC2)CC1 (stereo not drawn),-0.25,-2,-7,5,23,9,-2,7,-7
Cc1nc(N2CCN(c3ccccc3)CC2)[nH]c(=O)c1Cc1cccc2ccccc12,-0.2,4,2,-4,3,1,1,8,-8
Cc1ccc2[nH]c(=O)c(C(c3nnnn3CCc3ccccc3)N3CCOCC3)cc2c1 (stereo not drawn),0.91,17,0,-3,-4,1,-4,3,10

# Source: PubChem (several laboratories)
